Screening data as filed in PubChem.
SRC2 TRFRET art = TR-FRET signal artefacts, primary screen, artefact control for PPARgamma SRC-2 agonist project, biochemical; AID 1049, 2008; TR-FRET artefact counter-screen; stronger effect = higher value; actives 0.4% (n = 200,000); TR-FRET ratio at 8 µM; in the data active means TR-FRET ratio above about 2000; further: inactives centre near 1500
TNAP inh hi DEA = human TNAP enzyme inhibitors, primary screen, biochemical, luminescent, high phosphate acceptor level, uHTS; AID 1135, 2008; purified TNAP, CDP-star luminescence, 1 M DEA; inhibition, % at 20 µM; actives 0.03% (n = 200,000);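 active means over 50% inhibition of tissue-nonspecific alkaline phosphatase at 20 µM in the single-dose screen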;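 further: plate controls were DMSO wells for no effect and EDTA-quenched wells as full inhibition for full effect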
Target sequence (P05186 whole entry, looked up): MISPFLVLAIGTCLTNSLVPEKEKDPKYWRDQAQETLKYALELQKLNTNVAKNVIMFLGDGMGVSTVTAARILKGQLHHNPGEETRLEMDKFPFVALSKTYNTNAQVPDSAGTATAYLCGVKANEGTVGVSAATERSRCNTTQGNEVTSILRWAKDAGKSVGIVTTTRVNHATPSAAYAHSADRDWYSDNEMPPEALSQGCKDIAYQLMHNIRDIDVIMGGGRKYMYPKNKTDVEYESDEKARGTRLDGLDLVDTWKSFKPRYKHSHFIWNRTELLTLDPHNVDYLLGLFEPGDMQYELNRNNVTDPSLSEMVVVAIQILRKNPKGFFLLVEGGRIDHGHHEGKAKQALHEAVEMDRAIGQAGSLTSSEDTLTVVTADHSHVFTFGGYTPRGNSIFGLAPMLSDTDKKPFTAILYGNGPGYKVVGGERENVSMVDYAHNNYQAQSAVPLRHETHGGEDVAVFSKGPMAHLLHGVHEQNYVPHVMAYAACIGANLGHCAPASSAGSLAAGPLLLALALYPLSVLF
bIAP inh = bovine intestinal alkaline phosphatase inhibitors, primary screen, selectivity assay for TNAP inhibitor project, biochemical, bovine IAP, CDP-star luminescence. alkaline phosphatase, intestinal [Bos taurus]. purified bovine IAP, 30 min. inhibition, % at 20 µM. 190,000 tested, under 10 active;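 active means over 50% inhibition of intestinal alkaline phosphatase at 20 µM in the single-dose screen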
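test system = bovine IAP enzyme | medium = DEA buffer 100 mM, pH 9.8, with MgCl2 1.0 mM, ZnCl2 0.02 mM | detection = luminescence | dosing = single compound dose of 20 µM, 2% DMSO final | incubation = 30 min reaction at room temperature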
TNAP act hi DEA = TNAP activators at high phosphate acceptor level, primary screen, biochemical, luminescence, uHTS; 200,000 tested, under 10 active; activation factor at 20 µM; AID 1136, 2008; purified TNAP, CDP-star luminescence, 1 M DEA, 30 min; stronger effect = higher value; 0 = EDTA background, 1 = DMSO-only activity;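 active means activation factor at least 2 at 20 µM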
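system = human TNAP | amount = enzyme diluted 1/800 final | reagent = 100 µM CDP-star substrate | signal = luminescent substrate turnover signal | dosing = one dose, 20 µM | benchmarks = EDTA negative control, DMSO positive control | measure = activation factor | timing = 30 min reaction, room temperature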
PPARg SRC-3 ag = PPARgamma agonists recruiting SRC-3 coactivator, primary screen, biochemical. Peroxisome proliferator-activated receptor gamma (Homo sapiens), P37231. biochemical PPARgamma/SRC-3 coactivator recruitment assay. activation, % at 8 µM. actives 0.26% (n = 200,000); in the data active means activation above about 23%;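 further: 0% = DMSO and 100% = reference agonist; some compounds past the cut are filed as inactive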
Target sequence (P37231 whole entry, looked up): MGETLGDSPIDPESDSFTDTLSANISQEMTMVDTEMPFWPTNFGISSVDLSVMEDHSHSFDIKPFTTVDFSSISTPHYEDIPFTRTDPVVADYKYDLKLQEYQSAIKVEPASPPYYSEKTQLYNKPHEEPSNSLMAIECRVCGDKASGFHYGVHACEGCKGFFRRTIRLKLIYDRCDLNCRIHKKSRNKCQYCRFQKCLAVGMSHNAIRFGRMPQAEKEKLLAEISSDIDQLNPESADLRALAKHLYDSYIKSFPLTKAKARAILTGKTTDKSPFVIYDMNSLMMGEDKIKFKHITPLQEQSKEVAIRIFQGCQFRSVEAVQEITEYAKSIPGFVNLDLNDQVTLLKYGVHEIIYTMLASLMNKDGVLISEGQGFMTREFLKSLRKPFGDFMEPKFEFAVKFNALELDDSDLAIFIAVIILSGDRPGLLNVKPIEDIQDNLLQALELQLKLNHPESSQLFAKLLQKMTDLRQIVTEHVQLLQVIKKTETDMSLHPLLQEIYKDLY
Efa HMGR inh = inhibitors of E. faecalis class II HMGR, primary screen, biochemical, Enterococcus faecalis | purified E. faecalis HMGR, NADPH absorbance 340 nm kinetic | inhibition, % at 10 µM | actives 0.41% (n = 190,000);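 active means inhibition above a set limit, the median over all tested compounds plus 3 SD, cut at about 9.5% in these data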;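 further: enzyme runs in reverse so mevalonate oxidation gives rising NADPH absorbance; 0% = complete reaction with DMSO and 100% = background rate lacking mevalonate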
PPARg SRC1 recr = PPARgamma agonists recruiting SRC-1 coactivator, primary screen, biochemical; Peroxisome proliferator-activated receptor gamma (Homo sapiens), P37231; PPARgamma-SRC-1 coactivator recruitment biochemical assay; activation, % at 8 µM; actives 0.41% (n = 200,000); in the data active means activation above about 19%;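 further: 0% = DMSO and 100% = reference agonist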
bIAP activator = bovine intestinal alkaline phosphatase activators, primary screen, biochemical, bovine IAP, CDP-star luminescence. activation factor at 20 µM. alkaline phosphatase, intestinal [Bos taurus]. purified bovine IAP, 30 min; stronger effect = higher value; fold of DMSO-control signal, blank-subtracted. actives 0.17% (n = 200,000);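 active means activation factor of 2 or more at 20 µM, a signal rise over negative controls twice the positive control's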
PPARg SRC2 recr = agonists of PPARg-SRC-2 recruitment, primary screen, biochemical, HTS. Peroxisome proliferator-activated receptor gamma (Homo sapiens), P37231. activation, % at 8 µM. actives 0.34% (n = 200,000). PPARgamma LBD-SRC-2 recruitment; in the data active means activation above about 22%;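 further: 0% = vehicle and 100% = reference agonist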
TNAP inh noacc = human TNAP enzyme inhibitors, primary screen, biochemical, luminescent, no phosphate acceptor, uHTS; purified TNAP, CDP-star luminescence, 30 min; Alkaline phosphatase, tissue-nonspecific isozyme (Homo sapiens), P05186; actives 0.26% (n = 200,000); inhibition, % at 20 µM; AID 1012, 2008;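 active means tissue-nonspecific alkaline phosphatase inhibition above about 50% at 20 µM in the single-dose screen, limit read from the data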;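 further: 0% = DMSO negative control and 100% = EDTA positive control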
* = called active by the depositor; nt = not tested or not shown. This is a random part of the collection (roughly 1.6% active in at least one column).

SMILES | SRC2 TRFRET art | TNAP inh hi DEA | bIAP inh | TNAP act hi DEA | PPARg SRC-3 ag | Efa HMGR inh | PPARg SRC1 recr | bIAP activator | PPARg SRC2 recr | TNAP inh noacc
COC(=O)c1ccc2c(=O)n(CCCCCC(=O)N3CCN(c4ccccc4)CC3)c(=O)[nH]c2c1 | 1536 | 0 | -2 | 1 | 10 | 2 | -2 | 1 | -2 | -2
COC(=O)C(C)n1nnc2sc(-c3ccccc3)cc2c1=O (stereo not drawn) | 1538 | -5 | 2 | 1 | 2 | 2 | 4 | 1 | 7 | -14
O=C(O)c1ccc(S(=O)(=O)NC2CCCc3ccccc32)cc1 (stereo not drawn) | 1388 | -5 | 1 | 1 | -4 | -5 | -2 | 1 | 3 | -10
Cc1ccc(N/N=C2/CCCNC2=O)cc1 | 1292 | -4 | 5 | 1 | -4 | 1 | 0 | 1 | 2 | -12
CN(C)CCCNC(CC(=O)Nc1cccc([N+](=O)[O-])c1)C(=O)O (stereo not drawn) | 1505 | -3 | 2 | 1 | 5 | -5 | 13 | 1 | 10 | -5
N#CC1=C(N)NC(SCC(=O)Nc2ccccc2)=C(C#N)C12CCCC2 | 1912 | -6 | 18 | 1.1 | 3 | -5 | 6 | 0.8 | 3 | -16
O=[N+]([O-])c1cc(C(F)(F)F)ccc1NCCc1c[nH]c2ccccc12 | 1527 | 8 | 2 | 0.9 | 1 | -11 | 1 | 1 | 2 | 11
COC(=O)C1=C(C)NC2=C(C(=O)CC(C)(C)C2)C1c1cccc(C)n1 (stereo not drawn) | 1483 | -1 | -9 | 1 | -5 | -2 | 3 | 1.1 | -4 | -10
COC(=O)c1c(NC(=O)COC(=O)c2ccc(C)s2)sc2c1CCCCC2 | 1436 | -4 | 39 | 1 | 0 | -2 | -1 | 0.6 | 7 | -8
COc1ccc(CC(=O)n2nc(-c3cccnc3)nc2N)cc1 | 1415 | -6 | -1 | 1.1 | 4 | 0 | -2 | 1 | 1 | 1
N#Cc1cc(S(=O)(=O)c2ccc(F)cc2)c(N)[nH]c1=O | 1604 | -7 | 3 | 1.1 | -2 | -6 | 7 | 1 | -7 | -10
CNC(=S)N(CCc1c(C)[nH]c2ccc(C)cc12)Cc1cc(OC)c(OC)c(OC)c1 | 1551 | 1 | 11 | 1 | 11 | -5 | 8 | 0.9 | 9 | -7
COc1cc2c(cc1OC)CN(C(=O)c1ccc(S(=O)(=O)N3CCCCC3)cc1)CC2 | 1508 | -1 | 4 | 1 | -6 | -2 | 7 | 1 | 3 | -14
COc1cc(-c2nn3c(-c4ccco4)nnc3s2)cc(OC)c1OC | nt | -8 | 11 | 1.1 | nt | nt | nt | 0.9 | nt | -12
N#CC1=C2SCN(c3ccccc3)CN2C(=O)CC1c1cccs1 (stereo not drawn) | 2021* | 4 | 6 | 1 | 18 | -9 | 7 | 0.9 | 19 | 2
COc1ccc(S(=O)(=O)c2nnn(-c3cccc(Cl)c3)c2N)cc1 | 1641 | 1 | 2 | 1 | -2 | -5 | 6 | 1 | -7 | 4
COc1ccc(N2CS(=O)CC2=O)cc1 (stereo not drawn) | 1545 | -9 | 1 | 1.1 | -1 | -6 | -8 | 1 | -5 | -13
CN1C(=O)c2cccc3c(S(=O)(=O)Nc4ccccn4)ccc1c23 | 1485 | 1 | -3 | 1 | 0 | -6 | -2 | 1 | -1 | -8
COc1ccccc1N(CC(=O)NC1CCCCC1)C(=O)c1csnn1 | 1648 | -3 | -1 | 1 | 2 | 0 | -1 | 1 | 5 | -9
O=C(CN1CCCC1=O)NC1(C(F)(F)F)NC(=O)N(Cc2ccccc2)C1=O (stereo not drawn) | 1448 | 5 | 5 | 1 | -3 | -3 | 8 | 0.9 | -2 | -3

Profiles as entered above.
`COc1cc2c(cc1OC)CN(C(=O)c1ccc(S(=O)(=O)N3CCCCC3)cc1)CC2` reads SRC2 TRFRET art = 1508; TNAP inh hi DEA = -1; bIAP inh = 4; TNAP act hi DEA = 1; PPARg SRC-3 ag = -6; Efa HMGR inh = -2; PPARg SRC1 recr = 7; bIAP activator = 1; PPARg SRC2 recr = 3; TNAP inh noacc = -14
`N#CC1=C2SCN(c3ccccc3)CN2C(=O)CC1c1cccs1` (stereo not drawn) reads SRC2 TRFRET art = 2021*; TNAP inh hi DEA = 4; bIAP inh = 6; TNAP act hi DEA = 1; PPARg SRC-3 ag = 18; Efa HMGR inh = -9; PPARg SRC1 recr = 7; bIAP activator = 0.9; PPARg SRC2 recr = 19; TNAP inh noacc = 2

Continuation:
SMILES | SRC2 TRFRET art | TNAP inh hi DEA | bIAP inh | TNAP act hi DEA | PPARg SRC-3 ag | Efa HMGR inh | PPARg SRC1 recr | bIAP activator | PPARg SRC2 recr | TNAP inh noacc
C/C(=N\NC(=O)CSCc1ccccc1Cl)c1cc(O)ccc1O | 1676 | 6 | -3 | 0.9 | 1 | 3 | 6 | 1 | 2 | 75*
Cn1c(CNC2CCCCC2)nc2ccccc21 | 1582 | -8 | -1 | 1.1 | 0 | -8 | 8 | 1 | 9 | -9
NNC(=O)c1ccc2ccccc2n1 | 1627 | -2 | -18 | 1 | 4 | -1 | 11 | 1.2 | 4 | -8
O=c1[nH]c(N2CCc3ccccc3C2)nc2c1CCCC2 | 1563 | nt | nt | nt | 16 | nt | 9 | nt | 10 | nt
Cc1ccccc1CS(=O)(=O)Cc1ccc(C(=O)NCc2ccco2)o1 | 1564 | -4 | 7 | 1 | -8 | 0 | 5 | 0.9 | -5 | -14
C#CCNC(=O)C1=C[C@@H](C2CCCCC2)[C@H](CCCO)[C@@H](OCC)O1 | 1588 | -3 | -2 | 1 | 3 | 6 | 3 | 1 | 0 | 1
CCCCN(CC)S(=O)(=O)c1ccc(C(=O)N(CCCN(C)C)c2nc3cc(C)cc(C)c3s2)cc1 | 1577 | -4 | 13 | 1 | -4 | -2 | -5 | 0.9 | 7 | -12
CCOc1cc(CNn2cnnc2)cc(Br)c1OCC(=O)NC1CCCCC1 | 1443 | 2 | -17 | 1 | -3 | -4 | 10 | 1.2 | 5 | -3
O=C(c1ccncc1)N1N=C2CCCCCC2C1(O)C(F)(F)F (stereo not drawn) | 1827 | -7 | -3 | 1.1 | 0 | -3 | -4 | 1 | 5 | -5
CCC(C)N(C(=O)COc1ccc(NC(C)=O)cc1)C1CCS(=O)(=O)C1 (stereo not drawn) | 1535 | -6 | -6 | 1.1 | -6 | -1 | -7 | 1.1 | -2 | -1

Looked up by compound from the entries so far:
SMILES | SRC2 TRFRET art | TNAP inh hi DEA | bIAP inh | TNAP act hi DEA | PPARg SRC-3 ag | Efa HMGR inh | PPARg SRC1 recr | bIAP activator | PPARg SRC2 recr | TNAP inh noacc
Cn1c(CNC2CCCCC2)nc2ccccc21 | 1582 | -8 | -1 | 1.1 | 0 | -8 | 8 | 1 | 9 | -9
CCCCN(CC)S(=O)(=O)c1ccc(C(=O)N(CCCN(C)C)c2nc3cc(C)cc(C)c3s2)cc1 | 1577 | -4 | 13 | 1 | -4 | -2 | -5 | 0.9 | 7 | -12

Other structures follow:
SMILES | SRC2 TRFRET art | TNAP inh hi DEA | bIAP inh | TNAP act hi DEA | PPARg SRC-3 ag | Efa HMGR inh | PPARg SRC1 recr | bIAP activator | PPARg SRC2 recr | TNAP inh noacc
O=C(CNCC1CCCCC1)Nc1ccc(N2CCCCC2)cc1 | 1451 | -5 | -2 | 1 | 8 | -2 | 8 | 1 | 7 | -9
CCCCCCNc1cc2n(c(=O)n1)CCc1cc(OC)c(OC)cc1-2 | 1421 | -6 | 2 | 1.1 | 1 | 0 | 1 | 1 | 4 | -16
Clc1ccc(-c2cc(CSc3ccccc3)on2)cc1 | 1660 | -5 | 19 | 1 | 0 | -3 | 3 | 0.8 | -7 | -6
COc1ccc(C(c2nnnn2C(C)(C)C)N2CCN(c3nc4ccccc4s3)CC2)cc1 (stereo not drawn) | 1661 | 0 | -12 | 1 | 3 | 2 | -4 | 1.1 | 5 | -8
O=C(Cn1c(=O)oc2cc(S(=O)(=O)N3CCCCCC3)ccc21)NC1CCCCC1 | nt | -5 | -3 | 1.1 | nt | 1 | nt | 1 | nt | -15
Cc1cc(NC(=O)CN2C(=O)NC(C)(c3ccc(OC(F)F)cc3)C2=O)no1 (stereo not drawn) | 1429 | -4 | 9 | 1 | 5 | 6 | 3 | 0.9 | 0 | -11
CCOc1cc(S(=O)(=O)NCCc2ccc(OC)c(OC)c2)c(OCC)cc1-n1cnnn1 | 1449 | -3 | 1 | 1 | 1 | -1 | 2 | 1 | -1 | -2
O=C(C(=O)N1CCc2ccccc2C1)c1cn(CC(=O)N2CCCCC2)c2ccccc12 | 1550 | 2 | 19 | 1 | -2 | 0 | -4 | 0.8 | -3 | -2
CCCCNS(=O)(=O)c1ccc(S(=O)(=O)NCc2ccncc2)cc1 | 1542 | -4 | 11 | 1 | -2 | -3 | 8 | 0.9 | 11 | -12
COc1cccc(NC(=O)c2ccc(NC(=O)C3CC(=O)OC34CCCCC4)cc2)c1 (stereo not drawn) | 1513 | -6 | -17 | 1.1 | -5 | -2 | -3 | 1.2 | -8 | -10
COc1cc2c(cc1OC)C(C)N(C(=O)c1cccc([N+](=O)[O-])c1)CC2 (stereo not drawn) | 1557 | -5 | -4 | 1.1 | 4 | -5 | 3 | 1 | 3 | -5
Cn1c(=O)c2c(nc(NC3CCCCC3)n2CC(=O)C23CC4CC(CC(C4)C2)C3)n(C)c1=O | 1442 | -10 | -1 | 1.1 | -5 | -3 | -6 | 1 | 3 | -39
CCC(C)(C)NC(=O)C(c1ccccc1)N(Cc1cccnc1)C(=O)c1csnn1 (stereo not drawn) | 1614 | -2 | 11 | 1 | -3 | 2 | 0 | 0.9 | 5 | -10
COc1cc2c3nnc(-c4ccc(F)cc4)c-3cn(Cc3ccc(C)cc3)c2cc1OC | 1665 | -3 | 11 | 1 | -2 | -2 | 1 | 0.9 | 1 | 6
Cc1cccc(OCCC(=O)NCC(=O)Nc2cccc(C)c2C)c1 | 1550 | -1 | -27 | 1 | 4 | 1 | 0 | 1.3 | 0 | -1
Cc1cc([N+](=O)[O-])nn1CC(=O)NNC(=S)Nc1ccc([N+](=O)[O-])cc1 | 1561 | 6 | -16 | 0.9 | 7 | 4 | -2 | 1.2 | 0 | -46
CCC12CN3CC(CC)(CN(C1)C3c1ccccc1Cl)C2O (stereo not drawn) | 1595 | -2 | 23 | 1 | 6 | -3 | 12 | 0.8 | 4 | -11
CN1C(=O)C2CN(CCc3ccccc3)CNC2N(C)C1=O (stereo not drawn) | 1490 | -9 | 7 | 1.1 | -2 | 1 | 4 | 0.9 | -7 | -16
Cc1ccc2c(c1)NCC(C(=O)NC1CCC(C)CC1)O2 (stereo not drawn) | 1273 | -2 | -13 | 1 | -3 | -1 | -4 | 1.1 | 6 | -6
Cc1cc(C)cc(NC(=O)C(OC(=O)c2cccs2)c2ccccc2)c1 (stereo not drawn) | 1542 | -3 | 18 | 1 | 2 | -8 | -3 | 0.8 | 1 | 7
